Bioassay records: PubChem BioAssay, National Center for Advancing Translational Sciences (NCATS)
TRHR agonist: TRH receptor (human) agonism; P34981; TRHR cells, calcium flux fluo-8, FDSS agonist mode; activation, % at 2 µM; 0.18% of 360,000 active; in the data active means activation above about 30%; further: 0% is about no effect
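Fluo-8-loaded TRHR cells; 10 s baseline, compound added, kinetic Ca2+ fluorescence read 1/s, agonist mode.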
TrxR1 substrate: rat thioredoxin reductase 1 substrate activity | purified TrxR1 substrate turnover, NADPH consumption readout | 0.01% of 390,000 active | O89049 | Potency, µM (doses to about 114 µM), without a hit: top-dose activity change, negative = substrate turnover; further: potency means the concentration at half of the fitted maximal effect; on the % scale 0 is the no-effect control and ±100 the full control effect; nearly all actives have a fitted effect of over 50% in size
Target sequence (O89049 whole entry, looked up): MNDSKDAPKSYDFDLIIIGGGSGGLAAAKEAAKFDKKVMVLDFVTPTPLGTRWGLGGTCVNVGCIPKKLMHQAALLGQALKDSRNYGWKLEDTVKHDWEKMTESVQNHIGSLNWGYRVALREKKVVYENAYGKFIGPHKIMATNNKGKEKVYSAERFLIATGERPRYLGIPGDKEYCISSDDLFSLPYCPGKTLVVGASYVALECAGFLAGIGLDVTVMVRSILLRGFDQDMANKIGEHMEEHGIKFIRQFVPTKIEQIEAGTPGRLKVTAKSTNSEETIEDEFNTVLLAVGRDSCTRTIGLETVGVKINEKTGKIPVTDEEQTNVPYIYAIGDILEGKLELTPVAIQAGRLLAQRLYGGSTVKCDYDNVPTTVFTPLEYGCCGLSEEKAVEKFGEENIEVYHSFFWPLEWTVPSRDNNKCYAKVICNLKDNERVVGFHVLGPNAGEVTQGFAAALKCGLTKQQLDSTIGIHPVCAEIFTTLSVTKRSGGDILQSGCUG
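Rat TrxR1, dispensed at 90 nM, was prereduced with 400 uM NADPH (final) for 5 min at ~22 deg C, then incubated with compound 15 min before 400 uM selenite. A first-read NADPH fluorescence drop versus no-compound background flagged substrates.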
mIDH1 inhibitor: inhibitors of human mutant IDH1 R132H. IDH1-R132H enzyme, NADPH consumption, diaphorase/resazurin fluorescence. O75874. AID 602179. Potency, µM (doses to about 76.6 µM), inactives show at the top dose activity change, negative = inhibition, most hits filed as inhibitors. 0.093% of 390,000 active; further: potency means the concentration at half of the fitted maximal effect; on the % scale 0 is the no-effect control and ±100 the full control effect; nearly all actives have a fitted effect of over 65% in size
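IDH1-R132H (0.5 ug/mL dispensed) in pH 7.5 Tris buffer was preincubated 30 min with compound, then given a substrate mix of 0.016 mM NADPH and 2 mM alpha-KG for 80 min at room temperature; remaining NADPH was read by diaphorase/resazurin fluorescence.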
TRHR PAM: allosterically enhances the human TRH receptor; enhancement, % at 2 µM; 0.66% of 360,000 active; TRHR cells, fluo-8 calcium fluorescence, EC20 TRH enhancement; in the data active means enhancement above about 30%; further: 0% is about no effect
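TRHR-expressing cells loaded with fluo-8 calcium dye were read kinetically (ex 480/em 530) during compound addition, then stimulated with an EC20 of TRH (10 nM final). Enhancement of the Gq-mediated intracellular calcium response was scored.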
D2 ag: D2 dopamine receptor (human) agonism; activation, % at 2 µM; P14416; 0.53% of 340,000 active; HEK293 T-REx D2 cells, calcium flux agonist mode;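 active means activation over 3 SD above normal in the single-dose calcium agonist read, cut at about 30% in these data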; further: 0% is about no effect
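Agonism scored from kinetic calcium signal (1 read/sec, 180 s) following compound pin transfer, after a 10 s baseline. Cells: HEK293 Trex line expressing inducible D2 receptor coupled to calcium, dye-loaded after overnight culture at 30 C.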
PI4K2A block: inhibitors of human PI4K2A | purified PI4K2A, ADP-Glo luminescence, 1 h; active compounds read low | AID 1346378 | 0.13% of 420,000 active | activity change, negative = inhibition, % at 76.9 µM | Q9BTU6; in the data active means activity change below about -50%; inconclusive means mostly about -30% to -49%;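 further: -100% = wells without enzyme as full effect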
Target sequence (Q9BTU6 whole entry, looked up): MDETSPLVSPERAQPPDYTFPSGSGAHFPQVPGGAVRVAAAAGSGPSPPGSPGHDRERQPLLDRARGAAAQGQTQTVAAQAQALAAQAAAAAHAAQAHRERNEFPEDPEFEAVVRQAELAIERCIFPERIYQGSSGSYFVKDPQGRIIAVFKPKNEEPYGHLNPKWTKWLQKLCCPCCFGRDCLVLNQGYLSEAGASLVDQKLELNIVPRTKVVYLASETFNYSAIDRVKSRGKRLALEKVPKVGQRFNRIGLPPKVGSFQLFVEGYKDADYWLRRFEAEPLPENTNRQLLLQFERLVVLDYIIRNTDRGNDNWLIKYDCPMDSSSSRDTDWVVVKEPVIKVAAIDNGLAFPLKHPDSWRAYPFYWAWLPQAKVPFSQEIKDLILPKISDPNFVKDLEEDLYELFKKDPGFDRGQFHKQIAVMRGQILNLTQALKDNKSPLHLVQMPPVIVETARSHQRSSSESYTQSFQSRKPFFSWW
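PI4K2A activity was measured by ADP-Glo luminescence: enzyme (4 ug/mL stock) and phosphatidylinositol (1.2 mM stock) in Tris pH 7.5/MgCl2/EGTA/Triton X-100 buffer were reacted with ATP (300 microM stock) for one hour at ambient temperature.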
D2 antag: D2 dopamine receptor (human) antagonism; inhibition, % at 10 µM; HEK293 TREx D2 cells, calcium flux, dopamine EC80; 2% of 340,000 active; in the data active means inhibition above about 30%; further: 0% is about no effect
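Inhibition of EC80 dopamine-driven calcium flux, recorded kinetically, defines activity here; cells are a tetracycline-induced HEK293 T-REx line expressing force-coupled D2.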
USP1 inh: USP1/UAF1 (human) deubiquitinase inhibition | 0.23% of 390,000 active | AID 743255 | recombinant USP1/UAF1, Ub-Rhodamine cleavage fluorescence | Potency, µM (top dose mostly 57.1 µM), for inactives: at the top dose activity change, negative = inhibition, hits mostly inhibitors | O94782; further: potency means the concentration at half of the fitted maximal effect; on the % scale 0 is the no-effect control and ±100 the full control effect; nearly all actives have a fitted effect of over 60% in size; inactives centre near -12
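Step one: compound is pinned into 1nM USP1/UAF1 in HEPES pH 7.8 buffer with TCEP. Step two: 15 min room-temperature incubation. Step three: Ub-Rho (150nM final) starts cleavage, tracked by fluorescence over six one-minute reads.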
rTrxR1 inhibitor: blocks rat thioredoxin reductase 1; AID 588453; 1% of 390,000 active; recombinant rTrxR1, NADPH fluorescence consumption, selenite substrate; Potency, µM (highest dose often 114 µM), for inactives: at the top dose activity change, negative = inhibition, usual class: inhibitors; O89049; further: potency means the concentration at half of the fitted maximal effect; on the % scale 0 is the no-effect control and ±100 the full control effect; nearly all actives have a fitted effect of over 65% in size
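Rat TrxR1 (90 nM in the dispensed reagent) was pre-reduced with 400 uM NADPH for 5 min at room temperature, then incubated with compound for 15 min. After 400 uM selenite was added, NADPH fluorescence (Ex 340/Em 450 nm) was followed for 8 min.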
* marks the source's active call; other numbers are inactive results; u = inconclusive; x = no result given; [ ] = dose if it differs, or a comment. Unless noted, the call rests on the fitted dose curve; in most records, active means well fitted inhibition curve with a large enough effect; inconclusive means small, poorly fitted or top-dose-only effect; inactive means no such curve, though single readings can be large or run the other way.

1: COc1ccc2c(CC(=O)NCc3ccc4c(c3)OCO4)coc2c1
2: COCCNC(=O)c1ccccc1NC(=O)c1ccccc1N(C)S(=O)(=O)c1ccc(C)cc1
3: CCN(CC)c1ccc(NC(=O)COc2ccc(-n3cnnn3)cc2)cc1
4: CCOC(=O)C1=C(COC(=O)/C=C/c2cccc(F)c2)NC(=O)NC1C (centres undefined)
5: CCC(=O)N1CCN=C1SCc1ccccc1Cl
6: COc1ccccc1CNC(=O)CN1C(=O)CCc2cc(S(=O)(=O)N3CCOCC3)ccc21

assay / compound	1	2	3	4	5	6
PI4K2A block	-18.9	1.5	5.3	-3.3	3.5	-6.7
mIDH1 inhibitor	5.4%	3.8%	-5.9%	5.9%	-0.7%	0.0%
D2 antag	x	-1.2	x	x	x	x
TRHR agonist	-0.4	-0.8	x	x	-0.6	-1.0
TrxR1 substrate	12.8%	11.5%[57.1 µM]	-0.1%	2.3%	1.7%	-0.1%[57.1 µM]
rTrxR1 inhibitor	9.9%	17.5%[57.1 µM]	7.1%	10.2%	26.7%	4.1%[57.1 µM]
TRHR PAM	6.4	-0.6	x	x	-6.6	1.0
USP1 inh	-10.0%	5.9%	-3.4%	-12.6%	-16.2%	-13.6%
D2 ag	x	-0.3	x	x	x	-0.1

7: N#CC1=C(S)N(c2ccccc2)C2(CCCCC2)NC1=O
8: CCOC(=O)N1CCN(C2OC(=O)c3ccccc32)CC1 (centres undefined)
9: CCOC(=O)c1sc(NC(=O)C2CCCO2)c(C(=O)OCC)c1C (centres undefined)
10: CC(C)c1ccc(S(=O)(=O)N2CCN(CC(=O)Nc3ccc4c(c3)OCO4)CC2)cc1
11: CN(c1ccc(F)cc1)S(=O)(=O)c1ccc(Cl)c(C(=O)Nc2ccncc2)c1
12: CN(C)C(=O)N1CCN(C(=O)c2ccco2)CC1

assay / compound	7	8	9	10	11	12
PI4K2A block	-3.2	11.7	x	-1.1	-1.7	1.0
mIDH1 inhibitor	5.7%	-2.5%	x	-2.0%	-5.6%	-16.5%
D2 antag	-0.7	-2.9	9.3	-11.2	6.2	3.1
TRHR agonist	2.1	0.0	-0.8	1.6	0.4	0.1
TrxR1 substrate	-1.9%	0.2%	x	-6.3%	-0.5%	8.5%[57.1 µM]
rTrxR1 inhibitor	-20.9%	-12.9%	x	7.0%[57.1 µM]	12.5%	7.4%[57.1 µM]
TRHR PAM	1.2	0.5	8.0	-3.2	-2.7	17.7
USP1 inh	-19.8%	4.8%	x	-17.8%	-18.5%	-9.2%
D2 ag	0.6	1.4	1.8	-1.3	-0.3	0.5

13: Cc1ccc(-c2cc3nc(-c4ccccc4)cc(N4CCC5(CC4)OCCO5)n3n2)cc1
14: CNc1cc(N2CCCCCC2)ccc1[N+](=O)[O-]
15: CCOC(=O)c1c(CN2CCN(C)CC2)oc2ccc(O)cc12
16: O=C(Nc1ccccc1C(=O)Nc1ccccc1)c1ccccc1F
17: COc1ccc2c(CC(=O)N3CCN(S(=O)(=O)c4ccc(F)cc4)CC3)coc2c1
18: CC1CCCCC12NC(=O)N(CC(=O)NCCc1ccccc1)C2=O (centres undefined)

assay / compound	13	14	15	16	17	18
PI4K2A block	5.2	-0.1	-1.9	0.2	-14.4	-2.8
mIDH1 inhibitor	0.4%	6.9%	-2.6%	-9.4%	3.0%	-0.7%
D2 antag	-4.3	10.6	-8.6	-5.7	4.2	x
TRHR agonist	-0.3	0.5	-2.6	0.2	0.3	x
TrxR1 substrate	45.7%[activator][57.1 µM]	-0.6%	2.0%	3.5%	4.5%	-8.1%[2.29 µM]
rTrxR1 inhibitor	0.1%[57.1 µM]	-10.9%	5.4%	21.5%	29.5%	15.0%[57.1 µM]
TRHR PAM	3.3	-1.5	2.3	47.8*	-1.7	x
USP1 inh	-17.6%	-7.8%	-8.9%	-2.7%	-21.4%	-15.3%
D2 ag	-0.5	0.1	0.0	0.0	-1.4	x

An excerpt from above in order of length of the SMILES, low to high.
12: CN(C)C(=O)N1CCN(C(=O)c2ccco2)CC1
14: CNc1cc(N2CCCCCC2)ccc1[N+](=O)[O-]
7: N#CC1=C(S)N(c2ccccc2)C2(CCCCC2)NC1=O
15: CCOC(=O)c1c(CN2CCN(C)CC2)oc2ccc(O)cc12
18: CC1CCCCC12NC(=O)N(CC(=O)NCCc1ccccc1)C2=O (centres undefined)
9: CCOC(=O)c1sc(NC(=O)C2CCCO2)c(C(=O)OCC)c1C (centres undefined)
11: CN(c1ccc(F)cc1)S(=O)(=O)c1ccc(Cl)c(C(=O)Nc2ccncc2)c1
13: Cc1ccc(-c2cc3nc(-c4ccccc4)cc(N4CCC5(CC4)OCCO5)n3n2)cc1

assay / compound	12	14	7	15	18	9	11	13
PI4K2A block	1.0	-0.1	-3.2	-1.9	-2.8	x	-1.7	5.2
mIDH1 inhibitor	-16.5%	6.9%	5.7%	-2.6%	-0.7%	x	-5.6%	0.4%
D2 antag	3.1	10.6	-0.7	-8.6	x	9.3	6.2	-4.3
TRHR agonist	0.1	0.5	2.1	-2.6	x	-0.8	0.4	-0.3
TrxR1 substrate	8.5%[57.1 µM]	-0.6%	-1.9%	2.0%	-8.1%[2.29 µM]	x	-0.5%	45.7%[activator][57.1 µM]
rTrxR1 inhibitor	7.4%[57.1 µM]	-10.9%	-20.9%	5.4%	15.0%[57.1 µM]	x	12.5%	0.1%[57.1 µM]
TRHR PAM	17.7	-1.5	1.2	2.3	x	8.0	-2.7	3.3
USP1 inh	-9.2%	-7.8%	-19.8%	-8.9%	-15.3%	x	-18.5%	-17.6%
D2 ag	0.5	0.1	0.6	0.0	x	1.8	-0.3	-0.5

6: COc1ccccc1CNC(=O)CN1C(=O)CCc2cc(S(=O)(=O)N3CCOCC3)ccc21
10: CC(C)c1ccc(S(=O)(=O)N2CCN(CC(=O)Nc3ccc4c(c3)OCO4)CC2)cc1

assay / compound	6	10
PI4K2A block	-6.7	-1.1
mIDH1 inhibitor	0.0%	-2.0%
D2 antag	x	-11.2
TRHR agonist	-1.0	1.6
TrxR1 substrate	-0.1%[57.1 µM]	-6.3%
rTrxR1 inhibitor	4.1%[57.1 µM]	7.0%[57.1 µM]
TRHR PAM	1.0	-3.2
USP1 inh	-13.6%	-17.8%
D2 ag	-0.1	-1.3

Reformatted as labelled records: part of the list above.
(13) Cc1ccc(-c2cc3nc(-c4ccccc4)cc(N4CCC5(CC4)OCCO5)n3n2)cc1
- PI4K2A block: 5.2
- mIDH1 inhibitor: 0.4%
- D2 antag: -4.3
- TRHR agonist: -0.3
- TrxR1 substrate: 45.7%[activator][57.1 µM]
- rTrxR1 inhibitor: 0.1%[57.1 µM]
- TRHR PAM: 3.3
- USP1 inh: -17.6%
- D2 ag: -0.5

(14) CNc1cc(N2CCCCCC2)ccc1[N+](=O)[O-]
- PI4K2A block: -0.1
- mIDH1 inhibitor: 6.9%
- D2 antag: 10.6
- TRHR agonist: 0.5
- TrxR1 substrate: -0.6%
- rTrxR1 inhibitor: -10.9%
- TRHR PAM: -1.5
- USP1 inh: -7.8%
- D2 ag: 0.1

(continued)
19: COc1ccc2nc(NC(=O)c3cc(S(=O)(=O)N4CCOCC4)ccc3C)sc2c1
20: O=C(CCSCc1ccccc1Cl)NCc1ccco1
21: COc1ccc(CC(=O)Nc2ccc3c(c2)CCC3)cc1OC
22: CCc1ccc(-n2c(=O)c3cccnc3n2CC(=O)NCc2ccc(C)cc2)cc1
23: O=C(NCc1ccco1)c1sc2cccc(F)c2c1Cl
24: Cc1ccc(OCC(=O)Nc2ccc3c(c2)C(=O)NC3=O)c(C)c1
25: CCCn1ncc(CN2CCC(n3nccc3NC(=O)c3ccccc3OC)CC2)c1C
26: Cc1cnc(C(=O)OCC(=O)NC(C)c2ccccc2)cn1 (centres undefined)
27: CC1=NN(C(=O)c2ccc(C)cc2)C(O)(C(F)(F)OC(F)(F)F)C1 (centres undefined)

assay / compound	19	20	21	22	23	24	25	26	27
PI4K2A block	-1.5	0.5	6.3	-1.7	2.7	0.3	3.3	2.9	4.8
mIDH1 inhibitor	-0.1%	1.0%	3.0%	14.3%	0.0%	0.0%	5.2%	0.6%	6.6%
D2 antag	8.1	2.0	9.8	x	2.9	-9.5	-1.3	x	x
TRHR agonist	-0.2	-0.7	-0.3	0.0	0.0	6.9	-0.5	x	x
TrxR1 substrate	38.0%[activator]	3.5%[57.1 µM]	10.4%[57.1 µM]	13.3%[57.1 µM]	1.5%	-8.9%	-0.8%	-0.8%	4.4%
rTrxR1 inhibitor	22.9%	-2.3%[57.1 µM]	9.5%[57.1 µM]	18.1%[57.1 µM]	-28.1%	-22.9%	-5.9%	13.4%	15.3%
TRHR PAM	-5.5	-7.4	-8.7	-4.2	-8.6	-10.3	-0.8	x	x
USP1 inh	-10.6%	-20.0%	-27.5%	u	-6.2%	-4.0%	-6.4%	-21.9%	-24.1%
D2 ag	-0.3	2.0	0.4	0.8	0.3	-0.5	0.7	x	x
